# NR2F2 inh = NR2F2 (human) inhibition, primary screen; P24468; HEK293T NGFI-A luciferase reporter, luminescence; inhibition, % at 8.6 µM; 370,000 tested, 0.7% active; AID 686940;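 active = inhibition above a per-plate cutoff, mean inhibition of test wells between control levels plus 3 SD, cut at about 38% in these data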;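 also: cells cotransfected with COUP-TFII expression vector driving the NGFI-A reporter; 0% = median of COUP-TF2 test wells and 100% = reporter-only cells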
# Target sequence (P24468 whole entry, looked up): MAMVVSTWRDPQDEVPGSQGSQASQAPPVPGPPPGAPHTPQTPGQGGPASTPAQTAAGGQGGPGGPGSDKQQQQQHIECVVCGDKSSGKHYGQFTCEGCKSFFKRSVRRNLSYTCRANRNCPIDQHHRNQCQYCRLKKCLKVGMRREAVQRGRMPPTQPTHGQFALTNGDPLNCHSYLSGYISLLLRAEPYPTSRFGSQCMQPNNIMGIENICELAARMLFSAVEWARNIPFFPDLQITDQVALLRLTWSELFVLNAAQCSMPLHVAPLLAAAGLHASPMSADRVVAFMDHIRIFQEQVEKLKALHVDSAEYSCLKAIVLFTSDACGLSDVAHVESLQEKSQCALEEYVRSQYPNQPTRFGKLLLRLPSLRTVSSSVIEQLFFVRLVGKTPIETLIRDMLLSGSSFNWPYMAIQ
# NOD2 RIPK2 PPI = blocks binding of human NOD2 to RIPK2. 360,000 tested, 0.38% active. inhibition, % at 4.98 µM. O43353. CHO BLA complementation NOD2-RIPK2, CCF4 ratio; in the data active = inhibition above about 21%;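 also: 0% = vehicle only and 100% = reference blocker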
# Target sequence (O43353 whole entry, looked up): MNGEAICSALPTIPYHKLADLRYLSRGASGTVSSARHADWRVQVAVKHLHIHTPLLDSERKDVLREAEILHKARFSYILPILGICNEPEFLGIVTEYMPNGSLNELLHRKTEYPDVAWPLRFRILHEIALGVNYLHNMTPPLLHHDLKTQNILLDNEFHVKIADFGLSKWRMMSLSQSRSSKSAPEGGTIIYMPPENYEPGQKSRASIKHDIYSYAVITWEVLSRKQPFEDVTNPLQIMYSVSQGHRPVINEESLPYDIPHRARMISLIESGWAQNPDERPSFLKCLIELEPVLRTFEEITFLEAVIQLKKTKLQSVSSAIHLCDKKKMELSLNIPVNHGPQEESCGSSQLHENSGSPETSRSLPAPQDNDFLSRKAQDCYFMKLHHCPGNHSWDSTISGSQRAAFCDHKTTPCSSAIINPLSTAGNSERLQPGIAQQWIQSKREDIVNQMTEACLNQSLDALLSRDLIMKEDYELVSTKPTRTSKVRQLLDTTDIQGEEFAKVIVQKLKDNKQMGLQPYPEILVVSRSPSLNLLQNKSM
# TWEAK Fn14 block = inhibitors of TWEAK-Fn14 interaction signaling. 360,000 tested, 2% active. TWEAK-stimulated Fn14 reporter cells, luciferase luminescence, 8 h. inhibition, % at 10 µM; in the data active = inhibition above about 50%
# Exocytosis inh = lytic granule exocytosis inhibition; TALL-104 LAMP-1 surface exposure, flow cytometry; cells stimulated with thapsigargin and PMA; inhibition, % at 10 µM; 360,000 tested, 0.66% active; AID 651702;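 active = inhibition above about 55%, limit read from the data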
# NCOA3 inh = human NCOA3 inhibition; HEK293 GAL4-SRC3 luciferase reporter, luminescence; inhibition, % at 3.6 µM; 360,000 tested, 0.17% active;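 active = inhibition above a per-campaign cutoff, the mean of all compounds plus 3 SD, cut at about 60% in these data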;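 also: 0% = DMSO-treated cells and 100% = gossypol-treated cells at 36 µM; higher means less SRC3-driven luciferase light from the GAL4 reporter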
# TLR9-MyD88 block = TLR9-MyD88 interaction inhibition | 340,000 tested, 0.21% active | CHO BLA complementation TLR9-MyD88, CCF4 FRET ratio | AID 504734 | inhibition, % at 4.98 µM | Q9NR96+Q99836;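 active = inhibition above the mean over all tested compounds plus 3 SD, cut at about 21% in these data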;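 also: 0% = DMSO only wells and 100% = clavulanate BLA inhibitor control wells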
# TROY NFkB inh = TROY signaling inhibition; Q293 LMP1-TROYcd NF-kB luciferase reporter, 4 h; 360,000 tested, 0.98% active; AID 1347056; inhibition, % at 10 µM;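 active = compounds whose plate-normalised and pattern-corrected inhibition of the luciferase reporter signal at the single screening dose is 50% or more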
# ABHD5-PLIN5 inh = inhibitors of human ABHD5-perilipin-5 interaction; 360,000 tested, 0.78% active; Split G. princeps luciferase complementation, luminescence, 4 h; inhibition, % at 4 µM;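 active = inhibition above the mean inhibition across every tested compound plus 3 SD, cut at about 22% in these data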;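 also: 0% = DMSO only wells and the 100% control is not disclosed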
# SRC2 inh = inhibits human steroid receptor coactivator 2; Q15596; HEK293 GAL4-SRC2 luciferase reporter, luminescence; inhibition, % at 9 µM; 370,000 tested, 0.17% active; AID 651957;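 active = inhibition above the mean inhibition of all tested compounds plus 3 SD, set per campaign, cut at about 52% in these data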;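 also: 0% = DMSO treated cells and 100% = cells given Gossypol at 36 µM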
# SRC1 inh = human NCOA1 inhibition | Q15788 | HEK293 GAL4-SRC1 luciferase reporter, luminescence | inhibition, % at 3.6 µM | 360,000 tested, 0.12% active | AID 588354;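 active = inhibition above the campaign mean plus 3 SD, with each screening campaign given its own cutoff, cut at about 60% in these data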;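 also: 0% = DMSO treated cells and 100% = gossypol at 36 µM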
# LRH-1 inv ag = NR5A2 inverse agonism in reporter assay; 360,000 tested, 0.13% active; O00482; inhibition, % at 3.6 µM; HEK293T StAR-luciferase reporter, LRH-1 transfected, 24 h;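 active = inhibition above the mean inhibition of all tested compounds plus 3 SD, cut at about 73% in these data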;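 also: 0% = DMSO wells and 100% = reporter-only cells lacking LRH-1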
# Numbers without * were called inactive; nt = not tested or not shown.
compound	NR2F2 inh	NOD2 RIPK2 PPI	TWEAK Fn14 block	Exocytosis inh	NCOA3 inh	TLR9-MyD88 block	TROY NFkB inh	ABHD5-PLIN5 inh	SRC2 inh	SRC1 inh	LRH-1 inv ag
O=C(COc1ccc(S(=O)(=O)N2CCc3ccccc32)cc1Cl)NCc1ccccn1	4	-4	19	-3	4	6	-7	10	11	2	22
CCN=C1S/C(=C\c2sccc2C)C(=O)N1CC	-32	-14	-25	0	-49	4	-88	-14	-45	-49	-15
Cc1ccccc1C(=O)OCC(=O)Nc1cccc(S(=O)(=O)NC2=NCCC2)c1	15	1	12	0	12	7	-4	8	25	0	10
CC1(c2ccccc2)NC(=O)N(NC(=O)CSc2n[nH]c(N)n2)C1=O (stereo not given)	24	-5	1	4	9	-2	7	2	-27	4	0
CC(=O)Nc1ccc(NC(=O)COc2ccccc2C(=O)Nc2cccc(Cl)c2Cl)cc1	8	-6	-4	26	-7	4	18	-2	9	3	24
CC(Oc1ccccc1)C(=O)N=C1SC2CS(=O)(=O)CC2N1c1cccc(F)c1 (stereo not given)	-28	-6	6	-1	-2	-5	-6	-1	1	15	8
O=C(OCc1nnc(-c2ccccc2)o1)c1cccnc1Cl	17	11	-9	0	0	-8	-32	5	-22	-1	11
CCN(c1ccccc1)S(=O)(=O)c1ccc(N2CCN(c3ccccc3O)CC2)nc1	5	-5	4	11	7	3	3	-11	5	-11	18
O=C(NCc1ccco1)/C(=C/c1ccco1)NC(=O)c1ccccc1	1	2	43	-11	9	4	0	3	-23	-15	0
NC(=O)C1CCN(C(=O)CN2CCCc3ccccc32)CC1	1	3	-14	-2	5	-8	-10	0	-21	-61	-8
Cc1nnc(SCC(=O)Nc2nccs2)[nH]c1=O	6	-3	2	-3	1	-7	0	1	-6	-6	12
Cc1cccc2sc(N(CCN(C)C)C(=O)/C=C/c3cccs3)nc12	-11	-4	34	-12	23	2	4	19	-19	11	1
CNC(=O)CSc1nc2c(c(=O)n(C)c(=O)n2C)n1Cc1ccc(C)cc1	-16	-5	3	-2	5	2	-18	2	-5	-18	-26
Cc1ccc(-c2noc(-c3ccccc3C(=O)NCC3CCCO3)n2)cc1 (stereo not given)	-4	2	-8	-3	-12	1	4	3	-29	-44	-6
O=C(N/N=C\c1cccnc1)c1cc(-c2ccccc2)nc2c(Cl)cccc12	16	5	8	2	9	0	37	7	9	4	-3
Cn1nnc2cc(NC(=O)N3CCN(c4ccccn4)CC3)ccc21	-5	0	6	9	-1	1	5	0	-20	-2	3
COc1cc(/C=N/NC(=O)c2ccncc2)ccc1OC(=O)c1ccco1	-3	-3	-21	-11	-11	-8	4	-4	-2	-35	6
O=C(CSc1ccc(-c2cccc([N+](=O)[O-])c2)nn1)N1CCCCCC1	7	6	-14	2	-5	4	-7	-3	-12	5	-3
Cc1ccccc1CN1C(=O)CSCC1(C)C(=O)Nc1c(C)cccc1C (stereo not given)	5	0	nt	10	nt	nt	nt	3	3	nt	-13
CCOc1ccc(C(=O)N2CCN(S(=O)(=O)c3cccs3)CC2)c(OCC)c1	6	0	8	-12	13	-15	-23	0	2	9	16

# Following part.
compound	NR2F2 inh	NOD2 RIPK2 PPI	TWEAK Fn14 block	Exocytosis inh	NCOA3 inh	TLR9-MyD88 block	TROY NFkB inh	ABHD5-PLIN5 inh	SRC2 inh	SRC1 inh	LRH-1 inv ag
O=C(NCc1cccs1)c1cccnc1SCCS(=O)(=O)c1ccc(C(F)(F)F)cn1	14	-8	0	-5	23	nt	-7	2	6	1	0
COC(=O)C1CCN(C(=O)C2CCC(=O)N(CCc3cccc(F)c3)C2)CC1 (stereo not given)	-4	-9	8	-10	-7	6	-29	6	16	7	18
CC(/C=C/C1(O)C(C)CC(=O)CC1(C)C)OC1OC(CO)C(O)C(O)C1O (stereo not given)	13	16	-7	0	-1	6	-8	-1	6	9	-22
COc1cc(OC)cc(C(=O)N2CC(=O)Nc3ccccc32)c1	-16	7	8	51	0	-1	9	-3	8	-2	7
COC(=O)C(C)(C)ONC(=O)Nc1ccc([N+](=O)[O-])cc1	17	-5	-8	1	1	5	-3	1	-31	-4	2
CNC(=O)/C(C#N)=C/c1cn(CC(=O)OC)c2ccccc12	-10	-9	6	-7	-8	-2	-17	-1	-10	-24	-5
NC(=O)c1ccc(NC(=O)c2cccc(Oc3ccccc3)c2)cc1	-39	-1	-5	2	-11	1	-19	7	-6	-30	-18
O=c1c([N+](=O)[O-])c(NCCN2CCCCCC2)c2ccccc2n1-c1ccccc1	2	4	-14	-2	9	-3	-11	3	-5	8	-2
Cc1ccc(N(CC(=O)N=Nc2c(O)[nH]c3ccccc23)S(C)(=O)=O)c(C)c1	-3	10	3	0	13	5	1	-5	-19	-16	9
CCOc1ccc(/C(C)=N/NC(=O)c2nnn(-c3nonc3N)c2-c2cccs2)cc1	-9	4	-25	-8	1	6	-1	5	2	-16	9
COc1ccccc1-c1nnc(SC/C(O)=C(\C#N)c2nc3ccccc3[nH]2)n1C1CCCCC1	4	-5	11	15	-15	3	7	-2	2	-7	-15
C[C@H](CO)N1C[C@H](C)[C@@H](CN(C)C(=O)Nc2ccccc2)Oc2c(NC(=O)c3ccncc3)cccc2C1=O	3	2	0	-1	10	-3	-8	0	2	-19	-11
CCNc1nc(Oc2ccc(C(=O)OCC)cc2)nc(SC)n1	8	0	15	4	-2	-8	29	6	-3	-27	-2
COC(=O)c1sc2ccc(C)cc2c1C(=O)OC	-27	2	0	-2	9	0	-15	-2	17	-7	8
Cc1cccc(NC(=O)CSc2nnc(Cn3nnc(-c4ccccc4)n3)n2-c2ccccc2)c1	14	2	6	2	-6	-7	-53	3	-5	-11	0
COC(=O)C1=C(CCc2ccccc2)NC(=O)NC1c1ccc([N+](=O)[O-])cc1 (stereo not given)	5	0	1	4	-13	9	-2	2	-2	-16	-5
O=C(C1=NN[C@@H]2C(=O)N(c3cccc(F)c3)C(=O)[C@H]12)C(c1ccccc1)c1ccccc1	-2	0	6	4	-13	-4	3	-6	-25	3	-2
O=[N+]([O-])c1cnc(Nc2ccccc2)nc1Nc1ccccc1	-6	-18	18	9	9	-2	-23	6	22	-2	14
CCC(=NN=C(CC)c1ccccc1O)c1ccccc1O	-6	-4	-3	-1	-31	2	-28	0	-22	-26	-22
Cc1ccc(C2Nc3ccccc3C(=O)N2Cc2ccco2)cc1 (stereo not given)	-5	7	-19	13	-19	9	-15	-2	-3	-17	-12

# 2 records drawn at random from the list so far:
compound	NR2F2 inh	NOD2 RIPK2 PPI	TWEAK Fn14 block	Exocytosis inh	NCOA3 inh	TLR9-MyD88 block	TROY NFkB inh	ABHD5-PLIN5 inh	SRC2 inh	SRC1 inh	LRH-1 inv ag
COC(=O)c1sc2ccc(C)cc2c1C(=O)OC	-27	2	0	-2	9	0	-15	-2	17	-7	8
COC(=O)C1=C(CCc2ccccc2)NC(=O)NC1c1ccc([N+](=O)[O-])cc1 (stereo not given)	5	0	1	4	-13	9	-2	2	-2	-16	-5

# More structures follow:
compound	NR2F2 inh	NOD2 RIPK2 PPI	TWEAK Fn14 block	Exocytosis inh	NCOA3 inh	TLR9-MyD88 block	TROY NFkB inh	ABHD5-PLIN5 inh	SRC2 inh	SRC1 inh	LRH-1 inv ag
Cc1ccc2c(=O)c(CN3CCCCCC3)c(C)[nH]c2c1C	-19	3	3	-3	-6	-5	2	3	0	-27	-19
C=CCn1c(Cc2csc(N)n2)nnc1SCC(=O)Nc1ccccc1C(F)(F)F	-4	-1	-9	-4	9	-9	-3	0	-2	-2	-3
Nc1c(-c2ccccc2)cnn1C1CCS(=O)(=O)C1 (stereo not given)	0	5	19	-2	2	-7	11	-4	-4	-6	-24
O=C(Nc1ccc2c(c1)oc1ccccc12)c1cccnc1	-31	11	-16	7	-89	-2	-19	6	-80	-62	-59
CCOc1ccc(NC2c3ccccc3C(=O)N2Cc2ccc3c(c2)OCO3)cc1 (stereo not given)	-10	4	-16	0	16	4	-1	0	-3	-3	23
CCOC(=O)CSc1nc2c(sc(=S)n2-c2ccc(CC)cc2)c(=O)[nH]1	5	11	15	-5	-14	-9	21	-11	18	-7	-16
COc1ccc(Cl)cc1C(=O)NCc1cnn(C)c1C	6	0	-5	-2	21	-3	13	4	-7	-4	-13
CCOC(=O)/C(C#N)=C/c1cn(CCC(=O)O)nc1-c1ccc(F)cc1	-14	3	14	10	9	-3	4	1	-15	-16	-4
Cc1ccccc1C(=O)NCc1ccncc1	-6	-17	-21	1	1	-4	4	4	-9	-11	2
CC1Cc2ccccc2N1C(=O)/C=C/c1cccc(F)c1 (stereo not given)	-28	-7	-31	2	-64	-18	-53	0	-46	-122	-138
CC(=O)Nc1ccc2c(c1)C(=O)c1ccc(Cl)cc1-2	-1	-11	-51	0	-24	-2	-39	-5	-14	-3	5
O=C(OCCN1C(=O)c2ccccc2C1=O)c1cc2ccccc2o1	-7	-15	-11	-2	9	-16	-8	-2	-9	-2	-10
COc1ccc(CCNS(=O)(=O)c2cccc(C)c2)cc1OC	-3	-9	-18	0	3	3	1	-1	-7	2	11
O=c1c2cn[nH]c2nc(SCc2ccc3c(c2)OCCO3)n1-c1ccccc1	-16	-1	10	1	16	6	22	3	4	0	11
CCCn1c(=S)[nH]c2cc(OC)c(OC)cc2c1=O	nt	5	25	0	8	-8	8	-5	nt	-5	-4
CCn1c(SCc2cccc(C)c2)nnc1-c1ccc(C)cc1	-11	-11	-8	5	8	-41	-8	3	-3	0	-19
c1ccn2c(SCc3ccc4c(c3)OCCO4)nnc2c1	4	5	-2	-1	-52	3	-50	5	-20	-63	-68
Cc1ccc(NC(=S)NC2CC3CCCC(C2)N3Cc2cccs2)cc1 (stereo not given)	10	-3	1	-1	-5	11	2	6	6	-32	7
Cc1cc(C(=O)CSc2nc3ccccc3c(=O)n2C)c(C)n1Cc1ccc2c(c1)OCO2	25	-3	27	5	31	-9	11	0	8	9	25
OCCC1CN(Cc2nc(-c3ccc(F)cc3)cs2)CCN1CCc1ccccc1 (stereo not given)	15	3	20	-2	12	0	18	-7	11	-14	0

# Further compounds.
compound	NR2F2 inh	NOD2 RIPK2 PPI	TWEAK Fn14 block	Exocytosis inh	NCOA3 inh	TLR9-MyD88 block	TROY NFkB inh	ABHD5-PLIN5 inh	SRC2 inh	SRC1 inh	LRH-1 inv ag
Cc1cccc(NS(=O)(=O)c2nnc(NC(=O)c3ccc(C)c(C)c3)s2)c1	4	-6	-9	-1	-6	12	-30	-3	-3	-4	-20
CCc1nc2c(OCC(=O)c3ccc(Cl)cc3Cl)cccn2c1N(C=O)Cc1ccccc1	-2	5	-5	0	-19	nt	-8	3	-46	-20	6
Clc1cccc(Cc2c(-c3ccccc3)nc3c4ccccc4ccn23)c1	-10	-3	1	-3	-33	nt	-25	-4	-15	-37	1
COC(=O)c1ccsc1-n1cc(C#N)c(=O)n(C)c1=O	-9	-9	-4	-2	4	5	-8	1	13	-4	-12
COc1ccc(N(C)C(=O)Cc2c(C(=O)O)[nH]c3ccccc23)cc1	-4	-11	-10	0	3	-9	5	0	-24	-1	5
CCOC(=O)[C@H]1[C@H]2COc3ccc(Br)cc3[C@H]2N2C(=O)CN(Cc3ccc(Cl)cc3)C(=O)[C@@]12C	5	3	15	-2	8	0	12	-4	13	-7	9
CN(c1cccc(Cl)c1)S(=O)(=O)c1cccc(C(=O)NN2CCOCC2)c1	-2	10	13	5	23	-3	-6	7	-24	0	-13

# Screening data: PubChem, several laboratories

# Some of the compounds tested, so the mix of outcomes need not match the whole.
